# Assay outcomes from PubChem.
# eLon inh – inhibitors of E. coli Lon protease; P0A9M0; purified E. coli Lon protease, fluorescence polarization; inhibition, % at 7.94 µM; hit rate 0.42% among 360,000; AID 602123; in the data active means inhibition above about 13%, passing the limit was not always enough;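 further: 0% = enzyme with probe and DMSO and 100% = no enzyme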
# Target sequence (P0A9M0 whole entry, looked up): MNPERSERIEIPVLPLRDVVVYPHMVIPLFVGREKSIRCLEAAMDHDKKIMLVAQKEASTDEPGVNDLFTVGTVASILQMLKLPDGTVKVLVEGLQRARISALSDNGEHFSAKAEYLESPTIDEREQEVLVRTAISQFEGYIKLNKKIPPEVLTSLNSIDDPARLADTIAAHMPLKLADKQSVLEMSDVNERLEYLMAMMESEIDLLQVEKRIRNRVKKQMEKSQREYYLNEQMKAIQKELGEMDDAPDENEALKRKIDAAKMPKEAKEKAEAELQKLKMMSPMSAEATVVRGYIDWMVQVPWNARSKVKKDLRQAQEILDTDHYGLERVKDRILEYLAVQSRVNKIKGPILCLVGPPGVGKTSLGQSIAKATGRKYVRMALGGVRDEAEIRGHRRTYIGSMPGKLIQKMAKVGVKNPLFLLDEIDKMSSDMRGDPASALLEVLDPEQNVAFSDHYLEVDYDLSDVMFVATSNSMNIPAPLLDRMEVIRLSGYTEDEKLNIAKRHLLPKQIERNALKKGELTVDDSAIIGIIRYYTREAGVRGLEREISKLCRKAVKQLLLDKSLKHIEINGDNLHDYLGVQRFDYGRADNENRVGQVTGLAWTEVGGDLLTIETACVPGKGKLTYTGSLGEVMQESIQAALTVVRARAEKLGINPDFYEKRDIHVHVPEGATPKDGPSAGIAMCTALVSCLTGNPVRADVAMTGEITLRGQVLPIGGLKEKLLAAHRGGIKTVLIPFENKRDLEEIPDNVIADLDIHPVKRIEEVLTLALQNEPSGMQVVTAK
# FAS TE block – FAS thioesterase (human) inhibition; P49327; recombinant FAS-TE, OMFH fluorogenic substrate, fluorescence endpoint; inhibition, % at 15 µM; hit rate 0.67% among 360,000; AID 602261;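 active means compounds whose normalised, plate-corrected inhibition of enzyme fluorescence in the single-dose primary screen is 50% or more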;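 further: 0% = DMSO with enzyme and 100% = substrate without enzyme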
# bovine MsrA act – activators of bovine methionine sulfoxide reductase A; purified bovine MsrA, absorbance read-out; activation, % at 10.6 µM; hit rate 0.3% among 360,000; AID 602163; in the data active means activation above about 7.5%;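 further: 0% = vehicle and 100% = reference activator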
# PABP1 MLLE inh – inhibitors of microRNA-mediated deadenylation, human PABP1 MLLE binding; inhibition, % at 20 µM; P11940; hit rate 0.36% among 360,000; GST-MLLE / FITC-PAM2 fluorescence polarization; in the data active means inhibition above about 35%, passing the limit was not always enough;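 further: plate controls were DMSO wells with GST-MLLE for no effect and wells lacking GST-MLLE protein for full effect; some results filed as inactive read as strong as hits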
# CendR NRP1 mod – modulators of CendR peptide binding to human neuropilin-1; O14786; FAM-RPARPAR peptide binding to NRP-1, fluorescence polarization; inhibition, % at 25 µM; hit rate 0.85% among 360,000;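 active means inhibition or corrected inhibition above about 18%, plus a signal ratio from 0.5 to 1.5, limit read from the data, passing the limit was not always enough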; further: strong numbers were not always called active
# MsrA inhibitor – bovine MsrA inhibition; purified bovine MsrA, absorbance read-out; AID 651718; inhibition, % at 15.5 µM; hit rate 0.75% among 360,000; in the data active means inhibition above about 4.5%;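 further: 0% = vehicle wells with enzyme and 100% = reference inhibitor wells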
# SKN-1 block – inhibitors of C. elegans SKN-1 | C. elegans VP596 Pgst-4::GFP/RFP ratio, acrylamide-induced, 24 h | inhibition, % at 21.8 µM | hit rate 0.49% among 360,000;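 active means interference check ratio from 0.5 to 1.5 plus GFP to RFP signal ratio inhibition reaching or exceeding a fixed threshold, cut at about 30% in these data, passing the limit was not always enough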; further: some compounds called inactive have numbers as strong as hits
# MT1-MMP act inh – blocks activation of human MT1-MMP | HT1080 RFP-PRO-GFP cells, GFP/RFP ratio fluorescence, overnight; percent of plate control window, DMSO zero | GFP/RFP ratio change, % at 20 µM | hit rate 0.061% among 360,000;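 active means GFP/RFP ratio change of at least 30% with cell ATP level not reduced by more than half and red fluorescence within 50% of control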; further: strong numbers were not always called active
#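 Read-out: GFP/RFP fluorescence ratio; Test system: RFP-PRO-GFP reporter HT1080 cells; Compound dosing: single-point 20 µM compound, 1% DMSO; Times: overnight compound exposure at 37 °C.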
# TbMetRS inhib – Trypanosoma brucei MetRS inhibition | purified T. brucei MetRS, ATP depletion, Kinase-Glo luminescence | inhibition, % at 11.9 µM | hit rate 0.4% among 360,000 | AID 624268;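 active means inhibition above a per-plate cutoff of the control wells' mean inhibition plus 3 SD, cut at about 5.5% in these data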;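 further: 0% = DMSO wells median and 100% = median of wells with control inhibitor compound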
#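 Material – parasite MetRS enzyme · Medium – HEPES-MgCl2-KCl buffer plus DTT, spermine, BSA, pyrophosphatase · Reagent – ATP, methionine and E. coli bulk tRNA substrates · Times – 15 min enzyme-compound preincubation, 2 h reaction, 10 min detection, 25 °C · Measured by – luminescence of leftover ATP · Evaluation – percent inhibition relative to median high and low control wells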
# * = called active by the depositor; . = not tested or not shown.
SMILES,eLon inh,FAS TE block,bovine MsrA act,PABP1 MLLE inh,CendR NRP1 mod,MsrA inhibitor,SKN-1 block,MT1-MMP act inh,TbMetRS inhib
C[C@@H]1C(c2ccccc2)=NN(c2ccc(Br)cc2)[C@H]1C(=O)N1CCOC1=O,-6,40,-2,-1,-10,2.0,11,-1,-0.5
CC[n+]1c(/C=C/N(C)c2ccccc2)oc2ccc(F)cc21,-165,-21,-7,-74,-162,2.9,-9,-4,-0.1
CCn1c(CNC(=O)c2cccc(C)c2)nnc1SCC(=O)N1CCOCC1,-6,-10,-3,-1,9,0.1,15,2,-0.4
CS(=O)(=O)c1cccc(C(=O)Nc2cccc(-c3nc4ccccc4[nH]3)c2)c1,-1,-3,-10,10,2,-0.8,-8,2,2.9
Cc1nc2cc(NCc3cc([N+](=O)[O-])ccc3O)ccc2n1Cc1ccccc1,-14,-2,-5,-9,1,-0.1,0,2,0.1
CSc1ccccc1NC(=O)CSc1n[nH]c(C)c1[N+](=O)[O-],-5,-3,-2,9,27*,-0.7,5,0,0.2
O=C(CN1C(=O)NC2(CCCC2)C1=O)N1CCN(S(=O)(=O)c2ccc(Cl)c(C(F)(F)F)c2)CC1,-12,-3,-3,0,6,0.1,0,0,-0.5
COc1cc(C(=S)N2CCOCC2)cc(OC)c1OS(=O)(=O)c1ccc(Cl)cc1,-5,19,-10,23,7,-0.1,12,1,-1.2
Cc1ccc(C#N)c(SCc2nnc(-c3ccc(Cl)cc3)o2)n1,0,29,-5,15,-6,1.7,-3,8,-0.9
C[C@H](NC(=O)N1CCn2c1nc1ccccc12)C(=O)N1CCCCC1,4,-2,-3,3,3,0.6,-16,0,-0.4
COc1ccc(S(=O)(=O)N2CCCC(c3cc(C(=O)NCc4cccnc4)no3)C2)cc1 (stereo not given),-3,0,-10,-7,2,-1.2,-3,3,-0.5
N/C(=N/OC(=O)c1ccccc1Cl)c1ncc([N+](=O)[O-])s1,17,-7,4,-12,4,0.8,-22,4,-0.1
CC(C)(CNC(=O)c1ccccc1NS(C)(=O)=O)N1CCCCC1,-1,-4,-2,-4,8,-0.1,7,0,-0.6
Cc1cccc(C)c1-n1nnnc1C(c1ccnc2ccccc12)N(CCN(C)C)Cc1ccccc1 (stereo not given),1,0,0,.,4,1.4,-2,-3,-0.5
Cc1ccccc1-c1cnc2c(c1)C(=O)N([C@@H](C)CO)C[C@@H](C)[C@H](CN(C)Cc1ccccc1F)O2,1,0,1,0,-13,-0.1,-8,0,0.1
COc1ccccc1N1CCN(c2ccc3c(c2)S(=O)(=O)c2cccc(C(=O)NCc4cccc(F)c4)c2C3=O)CC1,-5,64*,-1,8,-17,-0.6,10,3,-1.0
O=C(N[C@@H]1CC[C@@H](CCNC(=O)C2CCOCC2)O[C@@H]1CO)c1ccncc1,.,.,.,.,0,1.8,7,-2,-1.0
COc1ccc(C(=O)Nc2nc3c(s2)Cc2cc(OC)ccc2-3)cc1,-4,0,2,-4,-21,0.0,2,-8,0.3
COCCN(C(=S)Nc1ccccc1C)C(C)c1cccnc1 (stereo not given),3,-6,-3,-9,14,0.6,9,0,-0.4
OCC(Cc1ccc2c(c1)OCO2)C(CO)Cc1ccc2c(c1)OCO2 (stereo not given),-14,2,-2,5,1,0.6,-5,-1,-0.7
COc1cccc(C=Nc2ccccc2C#N)c1O,15,-10,2,11,-4,-0.5,-7,2,0.1
Cc1cc(C(=O)NNC(=O)CCCCC(=O)NNC(=O)c2cc(C)[nH]n2)n[nH]1,-10,-8,-3,10,-2,0.5,3,-1,-1.5
Cc1ccc(S(=O)(=O)N2CCN(C(=O)COC(=O)Cc3cccc(C(F)(F)F)c3)CC2)c(C)c1,4,22,0,2,14,1.7,4,3,-0.1
Cc1cc(C)cc(NC(=O)c2cc(=O)c3ccccc3o2)c1,-5,-3,-4,4,4,-0.5,7,2,-0.7
Nc1cc(=O)[nH]c(SCC(=O)N2CCC(Cc3ccccc3)CC2)n1,-3,5,0,-35,-4,0.7,17,-3,-0.1
COc1ccc(C(=O)N=C2CCC(C#N)=C3c4cc(OC)c(OC)cc4CCN23)cc1,-3,-3,-6,-8,10,1.5,5,-11,-0.1
Cc1cccc(-c2nnc(SCC(=O)N3c4ccccc4CCc4ccccc43)n2C)c1,-8,-4,-5,-12,11,-0.4,9,-3,0.2
Nc1nonc1-n1nnc(C(=O)N/N=C/c2ccc(OCc3ccccc3F)cc2)c1CN1CCCCC1,3,23,1,4,-4,0.2,8,-1,0.1
COc1ccc(-c2nc(CS(=O)CC(=O)N3CCOCC3)c(C)o2)cc1OC (stereo not given),-5,-6,-7,7,-9,0.2,1,-2,-1.0
Cc1ccccc1C1c2[nH]c3ccccc3c2C[C@H]2C(=O)N(c3ccccc3C(=O)NCCCN3CCOCC3)C(=O)N12 (stereo not given in full),-1,8,0,-1,7,-0.1,5,-8,0.6

# Of the compounds above, 3 contain a cyano group:
SMILES,eLon inh,FAS TE block,bovine MsrA act,PABP1 MLLE inh,CendR NRP1 mod,MsrA inhibitor,SKN-1 block,MT1-MMP act inh,TbMetRS inhib
Cc1ccc(C#N)c(SCc2nnc(-c3ccc(Cl)cc3)o2)n1,0,29,-5,15,-6,1.7,-3,8,-0.9
COc1cccc(C=Nc2ccccc2C#N)c1O,15,-10,2,11,-4,-0.5,-7,2,0.1
COc1ccc(C(=O)N=C2CCC(C#N)=C3c4cc(OC)c(OC)cc4CCN23)cc1,-3,-3,-6,-8,10,1.5,5,-11,-0.1

# Rewritten with two lines to a compound: entries from further up
# Fields – eLon inh | FAS TE block | bovine MsrA act | PABP1 MLLE inh | CendR NRP1 mod | MsrA inhibitor | SKN-1 block | MT1-MMP act inh | TbMetRS inhib
OCC(Cc1ccc2c(c1)OCO2)C(CO)Cc1ccc2c(c1)OCO2 (stereo not given)
 : -14 | 2 | -2 | 5 | 1 | 0.6 | -5 | -1 | -0.7
COc1cccc(C=Nc2ccccc2C#N)c1O
 : 15 | -10 | 2 | 11 | -4 | -0.5 | -7 | 2 | 0.1

# Additional results:
SMILES,eLon inh,FAS TE block,bovine MsrA act,PABP1 MLLE inh,CendR NRP1 mod,MsrA inhibitor,SKN-1 block,MT1-MMP act inh,TbMetRS inhib
CN1OC[C@@H]2CN(Cc3ccccc3)[C@H](c3cccc(N4CCOCC4)c3)C[C@@H]21,1,4,-1,-25,-11,-0.4,6,2,-0.4
CCNC(=S)N(Cc1ccco1)Cc1cc2cc(OCC)ccc2[nH]c1=O,-6,2,-1,-127,-4,1.3,-6,-2,0.1
CCOCCCNC(=O)c1ccc(N(C)S(=O)(=O)c2ccc(OC)cc2)cc1,-6,2,-6,8,-22,0.1,-7,1,-0.2
CN(C)CCNC(=O)C(=O)NCC(c1ccc2c(c1)OCO2)N1CCN(c2ccc(F)cc2)CC1 (stereo not given),1,-5,-1,13,9,-1.0,9,6,0.6
COc1ccccc1N1CCN(S(=O)(=O)CCNC(=O)c2cc(=O)c3ccccc3o2)CC1,-7,28,-2,3,-2,0.9,-6,5,1.1
Cn1c(=O)n(C)c2cc(/C=N/N=C3/NC(=O)C(CC(=O)O)S3)ccc21 (stereo not given),-2,-1,-8,-68,-18,6.2*,0,1,0.1
Cc1ccccc1N=C(NOCc1ccc(Cl)cc1Cl)c1nonc1N,-1,39,-3,-15,10,0.9,11,-3,-0.8
CC(=O)Nc1ccc(C(=O)NNC(=O)c2csc(N3CCOCC3)n2)cc1,4,-6,-6,-7,3,0.9,5,1,-0.1
Cc1ccc(CNC(=O)C2CCC(=O)N(CCc3cccc(F)c3)C2)cc1 (stereo not given),-9,-7,-2,10,6,1.8,6,1,-0.2
COc1ccc(NC(=O)CCS(=O)(=O)c2cc3c(cc2Cl)NC(=O)CO3)cc1OC,0,-6,-9,4,15,-0.3,-14,-2,0.1
CCS(=O)(=O)c1c([N+](=O)[O-])ncn1C,3,6,-4,14,9,0.1,-1,-1,-0.3
CSc1nc(NS(=O)(=O)c2cc(C)c(Cl)cc2Cl)nn1C,1,-6,-3,16,16,0.4,-7,3,-0.2
Cc1ccc(C(=O)O)cc1NC(=O)Nc1cccc2ccccc12,-3,-6,-3,-4,22*,0.4,4,-1,0.1
O=C(c1ccc(F)cc1)c1cc2ccccc2o1,-12,4,-4,-8,0,1.0,11,-1,-0.2
CN(C)CCCN(C(=O)c1sc2ccccc2c1Cl)c1nc2c(F)cccc2s1,-2,16,-1,-5,-2,0.8,4,2,0.3
CCOc1ccccc1Nc1ncnc2c1cnn2-c1ccccc1,-4,17,-2,-8,-7,-0.2,2,2,-0.5
COc1ccc(N(C(=O)c2ccco2)C(C(=O)NC2CCCC2)c2cccs2)cc1 (stereo not given),-2,6,-3,8,-10,-0.3,1,4,-0.2
c1ccc2c(c1)[nH]c1nc(SCCN3CCOCC3)nnc12,-5,-14,-10,35,-10,4.4,-21,1,0.1
CN(c1ccc(C(=O)NCCSCc2ccco2)cc1)S(C)(=O)=O,5,-8,-4,20,-9,-1.4,14,-3,-1.1
COc1cc(OC)c(-n2cc(-c3ccc(Cl)cc3)[nH]c2=O)cc1Cl,-2,7,-1,16,0,0.9,-4,-3,0.4
O=C(NN=C1CCCC1)c1sc2ccccc2c1Cl,-14,-2,-4,10,-3,-0.3,22,-1,-0.8
COc1ccccc1OCc1ccc(C(=O)N2CCN(C)CC2)o1,-15,-16,-5,0,-6,0.8,9,6,-1.0
CC(C)(C)NC(=S)NNC(=O)c1ccc2ncccc2c1,-2,-3,0,13,-4,-0.2,3,1,1.4
O=c1c2ccccc2ncn1-c1ccc2c(c1)OCCO2,-9,-7,4,14,5,-0.7,5,6,-0.7
CC1Cc2ccccc2N1C(=O)C12CCC(C)(C(=O)C1)C2(C)C (stereo not given),-6,-3,-6,-7,-3,-0.7,-15,-2,-0.6
CSc1ncc(Cl)c(C(=O)NCc2ccc3c(c2)OCO3)n1,3,-1,-12,2,-1,0.1,0,-2,-2.0
O=C(c1cc2cc([N+](=O)[O-])ccc2oc1=O)n1cccn1,-6,3,-1,0,0,1.7,-3,-12,-0.8
Cn1nnc(NC(=S)NC(=O)Cc2ccccc2)n1,-6,-1,-2,4,-1,-1.4,8,0,-1.0
O=C(C[C@@H]1C/C=C/CC[C@@H](Cc2ccc(F)cc2)C(=O)O[C@@H](c2ccccc2)CNC1=O)NCCO,-10,11,-2,0,2,0.2,19,0,-0.3

# Results in MT1-MMP act inh, for five of the compounds above:
SMILES | MT1-MMP act inh
COc1ccc(S(=O)(=O)N2CCCC(c3cc(C(=O)NCc4cccnc4)no3)C2)cc1 (stereo not given) | 3
N/C(=N/OC(=O)c1ccccc1Cl)c1ncc([N+](=O)[O-])s1 | 4
CC(C)(CNC(=O)c1ccccc1NS(C)(=O)=O)N1CCCCC1 | 0
Cc1cccc(C)c1-n1nnnc1C(c1ccnc2ccccc12)N(CCN(C)C)Cc1ccccc1 (stereo not given) | -3
Cc1ccccc1-c1cnc2c(c1)C(=O)N([C@@H](C)CO)C[C@@H](C)[C@H](CN(C)Cc1ccccc1F)O2 | 0
